Compound activity from PubChem.
NPSR antagonist – qHTS Assay for Antagonists of the Neuropeptide S Receptor: cAMP Signal Transduction | CHO-NPSR cells, cAMP TR-FRET, antagonist mode | 220,000 compounds, 1% hits | Potency, µM (series often up to 38.3 µM), without a hit: top-dose activity change, negative = inhibition, hits mostly inhibitors | Q6W5P4; further: on the % scale 0 is the no-effect control and ±100 the full control effect; nearly all actives have a fitted effect of over 50% in size; many of its hits are not listed in these tables
RECQ1 helicase – qHTS Assay for Inhibitors of RecQ-Like Dna Helicase 1 (RECQ1); ATP-dependent DNA helicase Q1 (Homo sapiens), P46063; Potency, µM (titrated, usually from 57.3 µM), inactives show top-dose activity, negative = inhibition, usual class: inhibitors; 240,000 compounds, 0.54% hits; RECQ1 DNA unwinding, red fluorescence kinetic read; AID 2549, 2010;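 further: plate controls were vehicle for no effect and no enzyme for full effect; nearly all actives have a fitted effect of over 30% in size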
Target sequence (P46063 whole entry, looked up): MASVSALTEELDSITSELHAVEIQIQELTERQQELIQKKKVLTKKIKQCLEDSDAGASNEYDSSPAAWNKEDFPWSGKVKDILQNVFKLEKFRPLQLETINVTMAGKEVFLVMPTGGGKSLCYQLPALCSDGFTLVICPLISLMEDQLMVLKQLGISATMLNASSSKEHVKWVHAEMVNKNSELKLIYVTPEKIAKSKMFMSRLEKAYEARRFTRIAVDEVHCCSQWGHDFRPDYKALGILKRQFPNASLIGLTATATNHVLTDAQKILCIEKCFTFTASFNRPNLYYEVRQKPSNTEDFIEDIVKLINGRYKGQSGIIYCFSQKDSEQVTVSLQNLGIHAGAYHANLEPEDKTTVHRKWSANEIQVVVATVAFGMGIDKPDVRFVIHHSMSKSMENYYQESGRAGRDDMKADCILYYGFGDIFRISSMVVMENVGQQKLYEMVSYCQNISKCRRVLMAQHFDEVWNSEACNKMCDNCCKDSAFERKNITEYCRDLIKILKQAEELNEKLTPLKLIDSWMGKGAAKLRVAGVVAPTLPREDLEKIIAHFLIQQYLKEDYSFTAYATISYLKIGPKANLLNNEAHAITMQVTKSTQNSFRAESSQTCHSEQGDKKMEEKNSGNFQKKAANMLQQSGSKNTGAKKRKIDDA
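50 nM RECQ1T1 preincubated 15 min with compound in Tris pH 8.0 buffer with MgCl2, DTT, Tween-20 and 2.5 ug/ml poly(dI-dC); started with 200 nM TAMRA/BHQ-2 forked duplex and 2 mM ATP. Unwinding read as fluorescence (525/598 nm), two reads 2 h apart.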
JMJD2E inh – qHTS Assay for Inhibitors of Human Jumonji Domain Containing 2E (JMJD2E). Lysine-specific demethylase 4E (Homo sapiens), B2RXH2. JMJD2E catalytic domain, FDH-coupled NADH fluorescence (FDH is formaldehyde dehydrogenase). Potency, µM (highest dose often 57.1 µM), inactives show top-dose activity change, negative = inhibition, usual class: inhibitors. 230,000 compounds, 1.6% hits; active means well fitted inhibition curve with a large enough effect, not every such curve was filed as active; inconclusive means small, poorly fitted or top-dose-only effect, or another doubt; inactive means no such curve, though single readings can be large or run the other way;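 further: 0% = wells with enzyme and -100% = buffer wells without enzyme; nearly all actives have a fitted effect of over 50% in size; many of its hits are not listed in these tables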
Target sequence (B2RXH2 1-337 limits assumed): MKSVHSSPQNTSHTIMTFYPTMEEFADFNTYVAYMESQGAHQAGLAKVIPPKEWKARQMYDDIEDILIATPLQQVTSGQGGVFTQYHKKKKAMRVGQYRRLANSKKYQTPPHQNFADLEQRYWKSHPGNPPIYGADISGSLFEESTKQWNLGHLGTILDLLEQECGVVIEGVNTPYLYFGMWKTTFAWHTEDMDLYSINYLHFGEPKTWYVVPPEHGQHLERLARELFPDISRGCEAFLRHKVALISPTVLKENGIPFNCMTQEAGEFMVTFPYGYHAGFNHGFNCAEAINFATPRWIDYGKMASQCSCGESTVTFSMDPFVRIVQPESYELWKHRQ
IMPase Li cell – qHTS Assay for Identifying the Cell-Membrane Permeable IMPase Inhibitors: Potentiation with Lithium. CHO-M1 cells, IP1 TR-FRET (IP-One), carbachol + lithium. Potency, µM (top dose mostly 59.4 µM), for inactives: at the highest dose activity, negative = IMPase inhibition, usual class: inhibitors. 210,000 compounds, 0.35% hits;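 further: IP1 builds up when IMPase is blocked and the TR-FRET signal falls; plate controls were basal vehicle for no effect and high inhibitor control for full effect; nearly all actives have a fitted effect of over 50% in size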
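Readout is a homogeneous TR-FRET IP1 immunoassay (Ex 320, Em 665 and 620), where raised cytosolic IP1 lowers signal. Cells were CHO-M1 treated 30 min at 37C with test compounds plus a little lithium; AC50 values came from Hill-equation fitting.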
Epigenetic derep – Quantitative High-Throughput Screen for Regulators of Epigenetic Control; murine LDR cells, GFP reporter derepression, 30 h; 280,000 compounds, 0.2% hits; Potency, µM (top dose mostly 53.9 µM), for inactives: at the top dose GFP activation, usual class: activators; further: % of control where 0% means no effect; nearly all actives have a fitted effect of over 60% in size
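Murine LDR cells carrying a silenced, genomically integrated CMV-driven GFP reporter were exposed to compound for 30 hours at 37 C. After PBS washes, GFP-positive cells (20–120 um objects) were counted by laser-scanning microplate cytometry.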
SMN2 splice up – qHTS Assay for Enhancers of SMN2 Splice Variant Expression | 210,000 compounds, 2.8% hits | Potency, µM (top dose mostly 46.1 µM), for inactives: at the top dose activity change, positive = activation, most hits filed as activators | AID 1458, 2008 | HEK293 SMN2-luciferase splicing reporter, luminescence, 30-36 h; further: % of control where 0% means no effect; nearly all actives have a fitted effect of over 55% in size
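qHTS luciferase splicing reporter: luminescence rises when SMN2 exon 7 is included in transfected HEK293 cells. Compound exposure lasted 30-36 h at 37C, with 4.5 mM final sodium butyrate as control, followed by a ONE-Glo read.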
KinaseGlo FLuc – Counterscreen for Luciferase (Kinase-Glo TM) Inhibition; Kinase-Glo luciferase, ATP luminescence, 8 min; Potency, µM (highest dose often 38.3 µM), for inactives: at the highest dose activity change, negative = inhibition, usual class: inhibitors; 200,000 compounds, 0.28% hits; further: on the % scale 0 is the no-effect control and ±100 the full control effect; nearly all actives have a fitted effect of over 60% in size
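Compounds were added to a substrate mix at pH 7.2 (50 mM imidazole, 10 uM ATP, within the enzyme's linear range), followed by Kinase-Glo detection reagent; luminescence was measured after 8 minutes at ambient temperature.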
RGS12 GoLoco inh – qHTS Assay for Inhibitors of RGS12 GoLoco Motif Activity (Red Fluorophore); Gai1:RGS12 GoLoco peptide FP, rhodamine, 10 min; Potency, µM (top dose mostly 61.6 µM), inactives show at the highest dose activity, negative = inhibition, usual class: inhibitors; 230,000 compounds, 0.44% hits; AID 880, 2007; active means well fitted inhibition curve with a large enough effect, not every such curve was filed as active; inactive means no such curve, though single readings can be large or run the other way; further: on the % scale 0 is the no-effect control and ±100 the full control effect; nearly all actives have a fitted effect of over 30% in size; many of its hits are not listed in these tables
The depositor's hits bear a star; [ ] = another dose, or the depositor's remark. Unless noted, the call rests on the fitted dose curve; in most records, active means well fitted curve in the direction sought with a large enough effect; inconclusive means small, poorly fitted or top-dose-only effect, or another doubt; inactive means no such curve, though single readings can be large; an effect the other way counts as inactive or inconclusive. Potency means the concentration at half of the fitted maximal effect. Not all compounds are listed. The share of hits here may be higher or lower than overall.

How did CC1=NNC(=O)C1C(c1ccccc1)C1C(=O)NN=C1C (stereo not given) do in these assays?
NPSR antagonist: 10%; RECQ1 helicase: -13%; JMJD2E inh: -2%; IMPase Li cell: 3%; Epigenetic derep: -1.5%; SMN2 splice up: 10%; KinaseGlo FLuc: -2%; RGS12 GoLoco inh: -7%

What do the screens show for `S=c1[nH]nc(NCCCN2CCOCC2)s1`?
NPSR antagonist: 14%[7.67 µM]; RECQ1 helicase: -1%; JMJD2E inh: inconclusive; Epigenetic derep: -0.3%; RGS12 GoLoco inh: -155%

Results for COc1ccccc1CNC(=O)/C=C/c1ccc(S(=O)(=O)N2CCOCC2)cc1 ?
NPSR antagonist: -11%; RECQ1 helicase: -5%; JMJD2E inh: -4%; IMPase Li cell: 14%; Epigenetic derep: -0.4%; SMN2 splice up: 1%; KinaseGlo FLuc: 3%; RGS12 GoLoco inh: -2%

Results for C=CCn1c(SCC(=O)Nc2cccc(C)c2)nnc1-c1cnccn1 ?
NPSR antagonist: 14%[46.1 µM]; RECQ1 helicase: -5%; JMJD2E inh: inconclusive; IMPase Li cell: -1%[38.3 µM]; Epigenetic derep: -4.5%; SMN2 splice up: -4%; KinaseGlo FLuc: -5%; RGS12 GoLoco inh: 9%

How did COC(=O)c1ccc(C(C(=O)NC2CCCCC2)N(CCc2ccccc2)C(=O)Cc2cccs2)cc1 (stereo not given) do in these assays?
NPSR antagonist: 8%; RECQ1 helicase: -1%; JMJD2E inh: -7%; IMPase Li cell: 5%; Epigenetic derep: 0.0%; SMN2 splice up: -4%; KinaseGlo FLuc: 4%; RGS12 GoLoco inh: 10%

What do the screens show for `CCOC(=O)CSc1nc(C)c(CC)c(C)c1C(N)=O`?
NPSR antagonist: 3%; RECQ1 helicase: inactive; JMJD2E inh: 5%; IMPase Li cell: 3%; Epigenetic derep: -1.3%; SMN2 splice up: -12%; KinaseGlo FLuc: 0%; RGS12 GoLoco inh: 11%

Results for CC(C1CC1)N(Cc1ccccc1)C(=O)NC(=O)c1cccc(F)c1 (stereo not given) ?
NPSR antagonist: -16%; RECQ1 helicase: inactive; JMJD2E inh: 9%; IMPase Li cell: -3%; Epigenetic derep: -1.4%; SMN2 splice up: -8%; KinaseGlo FLuc: -2%; RGS12 GoLoco inh: 11%

How did O=C(Nc1cccc(F)c1)C1CCN(c2nnnn2-c2ccccc2)CC1 do in these assays?
NPSR antagonist: -21%[46.1 µM]; RECQ1 helicase: -9%; JMJD2E inh: 2%; IMPase Li cell: 0%[38.3 µM]; Epigenetic derep: 0.0%; SMN2 splice up: -12%; KinaseGlo FLuc: 0%; RGS12 GoLoco inh: 6%

How did N/C(COc1cccc(C(F)(F)F)c1)=N\NC(=O)c1cccnc1Oc1ccccc1 do in these assays?
NPSR antagonist: 4%[46.1 µM]; RECQ1 helicase: -1%; JMJD2E inh: -7%; IMPase Li cell: 2%[38.3 µM]; Epigenetic derep: -2.2%; SMN2 splice up: -6%; KinaseGlo FLuc: -2%; RGS12 GoLoco inh: 14%

Results for Nc1cnn([C@@H]2O[C@H](CO)[C@@H](O)[C@H]2O)c(=O)n1 ?
RECQ1 helicase: -3%; IMPase Li cell: -9%; SMN2 splice up: 22µM*; RGS12 GoLoco inh: 6%

The final two entries of the part above lead into the next:
How did N/C(COc1cccc(C(F)(F)F)c1)=N\NC(=O)c1cccnc1Oc1ccccc1 do in these assays?
NPSR antagonist: 4%[46.1 µM]; RECQ1 helicase: -1%; JMJD2E inh: -7%; IMPase Li cell: 2%[38.3 µM]; Epigenetic derep: -2.2%; SMN2 splice up: -6%; KinaseGlo FLuc: -2%; RGS12 GoLoco inh: 14%

Results for Nc1cnn([C@@H]2O[C@H](CO)[C@@H](O)[C@H]2O)c(=O)n1 ?
RECQ1 helicase: -3%; IMPase Li cell: -9%; SMN2 splice up: 22µM*; RGS12 GoLoco inh: 6%

What do the screens show for `Cn1c(O)c(C2=c3ccccc3=NC2=O)[nH]c1=S`?
NPSR antagonist: -11%; RECQ1 helicase: 5%; JMJD2E inh: 5%; IMPase Li cell: 8%; Epigenetic derep: -1.0%; SMN2 splice up: 8%; KinaseGlo FLuc: -6%; RGS12 GoLoco inh: 9%

Results for Clc1cccc(/C=N/Nc2nnc(Cl)c3ccccc23)c1 ?
NPSR antagonist: -12%[46.1 µM]; RECQ1 helicase: inactive; JMJD2E inh: 0%; IMPase Li cell: 10%[38.3 µM]; Epigenetic derep: -2.2%; SMN2 splice up: 12%; KinaseGlo FLuc: -6%; RGS12 GoLoco inh: -2%

What do the screens show for `COc1ccc2c(c1)c1ncn(Cc3ccc(F)cc3)c(=O)c1n2C`?
NPSR antagonist: -12%; RECQ1 helicase: 7%; JMJD2E inh: inconclusive; Epigenetic derep: 3.2%; RGS12 GoLoco inh: 5%

What do the screens show for `CC1(C)Oc2ccc3ccc(=O)oc3c2CC1=O`?
RECQ1 helicase: -4%; JMJD2E inh: inconclusive; IMPase Li cell: 8%; Epigenetic derep: -1.1%; SMN2 splice up: 5%; KinaseGlo FLuc: 1%; RGS12 GoLoco inh: 5%

What do the screens show for `Cc1oc(-c2cccc(Cl)c2)nc1CN1CCC(C(=O)NCCCN2CCCC2=O)CC1`?
NPSR antagonist: -2%[46.1 µM]; RECQ1 helicase: -15%; JMJD2E inh: 7%; IMPase Li cell: -20%[38.3 µM]; Epigenetic derep: -0.2%; SMN2 splice up: 2%; KinaseGlo FLuc: -3%; RGS12 GoLoco inh: 4%

Results for O=C(Nc1ccc(Cl)cc1)C1CC2CCCC(C1)C2=O (stereo not given) ?
NPSR antagonist: -18%[46.1 µM]; RECQ1 helicase: inactive; JMJD2E inh: 6%; IMPase Li cell: 7%[38.3 µM]; Epigenetic derep: -1.0%; SMN2 splice up: -12%; KinaseGlo FLuc: -1%; RGS12 GoLoco inh: -3%

How did O=C(NCCC1=CCCCC1)C(=O)NCC1OCCCN1S(=O)(=O)c1cc(F)ccc1F (stereo not given) do in these assays?
NPSR antagonist: -13%; RECQ1 helicase: -2%; JMJD2E inh: -1%; IMPase Li cell: -3%; Epigenetic derep: 2.9%; SMN2 splice up: -27%; KinaseGlo FLuc: -1%; RGS12 GoLoco inh: 7%

Results for COC(=O)c1cc2occc2n1CC(=O)Nc1ccc(OC)c(OC)c1 ?
NPSR antagonist: -6%[46.1 µM]; RECQ1 helicase: inactive; JMJD2E inh: -1%; IMPase Li cell: -1%[38.3 µM]; Epigenetic derep: 4.3%; SMN2 splice up: -9%; KinaseGlo FLuc: 1%; RGS12 GoLoco inh: -5%

What do the screens show for `CCN(CCNc1ccc(Cl)cc1[N+](=O)[O-])C(=O)c1cc([N+](=O)[O-])c(N(C)C)cc1OC`?
NPSR antagonist: -10%[46.1 µM]; RECQ1 helicase: -1%; JMJD2E inh: 6%; IMPase Li cell: 18%; Epigenetic derep: -2.2%; SMN2 splice up: 3%; KinaseGlo FLuc: -1%; RGS12 GoLoco inh: 7%

How did Cc1ccccc1S(=O)(=O)/N=C(/c1ccccc1)N1CCOCC1 do in these assays?
NPSR antagonist: 4%; RECQ1 helicase: -18%; JMJD2E inh: -4%; IMPase Li cell: -10%; Epigenetic derep: -5.6%; KinaseGlo FLuc: -1%; RGS12 GoLoco inh: 5%

Results for COC(=O)c1ccccc1NC(=S)N(Cc1ccc2c(c1)OCO2)Cc1cc2ccc(C)cc2[nH]c1=O ?
NPSR antagonist: -13%[46.1 µM]; RECQ1 helicase: -7%; JMJD2E inh: -9%; IMPase Li cell: -5%; Epigenetic derep: 1.3%; SMN2 splice up: -24%; KinaseGlo FLuc: 5%; RGS12 GoLoco inh: 13%

How did CC(C)NC(=O)N1CC[C@@]2(CCCN(C(=O)c3ccncc3)C2)C1 do in these assays?
RECQ1 helicase: inactive; IMPase Li cell: -11%; SMN2 splice up: -2%; KinaseGlo FLuc: -1%; RGS12 GoLoco inh: 7%

What do the screens show for `CCN(CC(=O)NCc1cccs1)S(=O)(=O)c1ccc(NC(C)=O)cc1`?
NPSR antagonist: 4%; RECQ1 helicase: -9%; JMJD2E inh: 1%; IMPase Li cell: -8%; Epigenetic derep: 0.4%; SMN2 splice up: 10%; KinaseGlo FLuc: 5%; RGS12 GoLoco inh: 3%

What do the screens show for `CCN(CC)C(=O)/C(=C\c1ccncc1)NC(=O)c1ccccc1`?
NPSR antagonist: -16%; RECQ1 helicase: -8%; JMJD2E inh: 5%; IMPase Li cell: 9%; Epigenetic derep: -4.2%; KinaseGlo FLuc: -2%; RGS12 GoLoco inh: -1%

What do the screens show for `COc1ccc(N(CC(=O)NCc2ccc(C)cc2)S(=O)(=O)c2c(C)nn(C)c2C)cc1`?
NPSR antagonist: 5%; RECQ1 helicase: -7%; JMJD2E inh: -3%; IMPase Li cell: 5%; Epigenetic derep: -1.0%; SMN2 splice up: -6%; KinaseGlo FLuc: 1%; RGS12 GoLoco inh: 7%

What do the screens show for `CN1CCCc2cc(C#N)c(=O)[nH]c21`?
NPSR antagonist: 7%[46.1 µM]; RECQ1 helicase: -2%; JMJD2E inh: inconclusive; IMPase Li cell: inconclusive; Epigenetic derep: 0.0%; SMN2 splice up: -18%; KinaseGlo FLuc: -4%; RGS12 GoLoco inh: 1%

What do the screens show for `CC(C)[C@@H](C(=O)N1CCNCC1)n1cc(CCO)nn1`?
NPSR antagonist: -13%; RECQ1 helicase: -11%; JMJD2E inh: 17%; IMPase Li cell: -1%; Epigenetic derep: 1.1%; RGS12 GoLoco inh: 4%

How did CC1=CC2=NC(=O)/C(=C/c3cccs3)C(=N)N2O1 do in these assays?
NPSR antagonist: -10%; RECQ1 helicase: -2%; JMJD2E inh: -8%; Epigenetic derep: 3.8%; RGS12 GoLoco inh: 10%

How did CCCNC(=O)CCCCn1c(=S)[nH]c2c([nH]c3ccc(OC)cc32)c1=O do in these assays?
NPSR antagonist: 4%; RECQ1 helicase: 2%; JMJD2E inh: inconclusive; IMPase Li cell: -10%; Epigenetic derep: -0.3%; SMN2 splice up: 1%; KinaseGlo FLuc: -1%; RGS12 GoLoco inh: 5%
